# OXTR ag: human OXTR agonism | CHO-OTR cells, Fluo-8 calcium fluorescence; normalized: DMSO 0%, oxytocin 100% | activation, % at 3 µM | 320,000 tested, 0.32% active | AID 2435;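 active = activation above the mean of all tested compounds plus 3 SD, cutoff set per screening run, cut at about 20% in these data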;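 also: peak over basal fluorescence ratio from a 100 s FLIPR kinetic read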
# MEKK2 WT-MEK5: raises or lowers MEK5 binding to wildtype human MEKK2 PB1 domain; bead flow cytometry, Alexa488-MEK5 binding to MEKK2 WT; actives lie on both sides; 290,000 tested, 1.1% active; Q9Y2U5; binding response (% of control), % at 10 µM; AID 1531; in the data active = binding response below about 67% or above about 130%
# GPR7 antagonist: blocks human GPR7 receptor signaling. P48145. GPR7-expressing cells, fluorescence antagonist assay. inhibition, % at 4.4 µM. 290,000 tested, 1.1% active; in the data active = inhibition above about 16%, passing the limit was not always enough;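 also: cells stimulated with the agonist NPW; 0% = agonist with vehicle and 100% = vehicle without agonist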
# Target sequence (P48145 whole entry, looked up): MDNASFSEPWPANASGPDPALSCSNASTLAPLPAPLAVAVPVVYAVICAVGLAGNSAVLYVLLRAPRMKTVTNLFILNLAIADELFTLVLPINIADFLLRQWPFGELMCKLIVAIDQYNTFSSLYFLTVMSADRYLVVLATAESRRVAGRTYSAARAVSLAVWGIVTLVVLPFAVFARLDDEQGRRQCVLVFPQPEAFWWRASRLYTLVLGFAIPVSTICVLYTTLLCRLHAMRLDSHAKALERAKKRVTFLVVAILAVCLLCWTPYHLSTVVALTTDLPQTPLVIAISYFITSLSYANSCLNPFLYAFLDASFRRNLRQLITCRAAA
# M18AAP inhibitor: PfM18AAP enzyme inhibition; 290,000 tested, 1.2% active; recombinant PfM18AAP, H-Glu-NHMec fluorogenic cleavage; inhibition, % at 7.35 µM;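 active = inhibition above the campaign mean inhibition over all tested compounds plus 3 SD, cut at about 28% in these data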;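 also: 0% = plate median of test compound wells and 100% = 2 mM ZnCl2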
# MEKK2mut PB1 HTS: signal of MEK5 binding to mutant human MEKK2 PB1 domain | percent response, % at 10 µM | 290,000 tested, 0.35% active | bead flow cytometry, Alexa488-MEK5 binding to MEKK2 mutant; in the data active = percent response above about 24%, passing the limit was not always enough; also: inactives centre near 1; some results filed as inactive read as strong as hits; reference of the scale not given here
# PHOSPHO1 block: blocks human PHOSPHO1 phosphatase activity | Q8TCT1 | recombinant PHOSPHO1, absorbance phosphatase assay | inhibition, % at 13.3 µM | 290,000 tested, 1.1% active | AID 1565; in the data active = inhibition above about 60%
# MEKK3 PB1 HTS: MEKK3-MEK5 PB1 interaction, increase or decrease; Q99759; bead-based flow cytometry, Alexa488-MEK5 binding to MEKK3; actives lie on both sides; 0 = blocked by unlabeled MEK5, 100 = vehicle; binding response (% of control), % at 10 µM; 290,000 tested, 1.4% active; AID 1529;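 active = binding response more than 3 SD above or below the average of its plate-row segment, actives on both sides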;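 also: Alexa488 bead fluorescence after subtracting the streptavidin-only scavenger bead signal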
# Target sequence (Q99759 whole entry, looked up): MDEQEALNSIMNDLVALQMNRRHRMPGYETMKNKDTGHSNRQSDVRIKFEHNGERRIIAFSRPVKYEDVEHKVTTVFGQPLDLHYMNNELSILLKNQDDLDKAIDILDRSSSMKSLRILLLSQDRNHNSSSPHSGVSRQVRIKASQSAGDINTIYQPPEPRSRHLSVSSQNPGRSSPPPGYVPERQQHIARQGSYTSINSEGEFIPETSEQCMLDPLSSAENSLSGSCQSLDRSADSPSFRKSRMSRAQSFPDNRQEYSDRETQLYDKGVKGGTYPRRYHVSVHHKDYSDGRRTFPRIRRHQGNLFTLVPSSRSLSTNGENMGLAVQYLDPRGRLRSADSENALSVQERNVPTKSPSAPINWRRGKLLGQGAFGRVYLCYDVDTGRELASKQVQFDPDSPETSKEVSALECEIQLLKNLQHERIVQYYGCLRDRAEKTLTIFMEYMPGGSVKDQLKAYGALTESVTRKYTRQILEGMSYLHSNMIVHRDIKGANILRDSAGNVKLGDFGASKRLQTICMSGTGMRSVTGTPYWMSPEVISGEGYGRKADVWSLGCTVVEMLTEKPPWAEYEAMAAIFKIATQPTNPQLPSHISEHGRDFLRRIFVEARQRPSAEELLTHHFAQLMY
# DNA FID counter: fluorescent intercalator displacement, NS3 helicase counter-screen | DNA fluorescent intercalator displacement, fluorescence | inhibition, % at 7.9 µM | 290,000 tested, 0.17% active | AID 1845; in the data active = inhibition above about 37%;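 also: 0% = vehicle and 100% = reference compound; higher means more ethidium bromide displaced from hairpin DNA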
# NALP1 yeast inh: inhibitors of NALP1 inflammasome in yeast. S. cerevisiae NALP1/ASC/caspase-1 growth, X-gal OD620, 72 h. inhibition, % at 10 µM. 280,000 tested, 0.61% active. AID 2071; in the data active = inhibition mostly above about 24%, no sharp cut-off; inactive = mostly below about 32%; also: some compounds called inactive have numbers as strong as hits
# * marks the source's active call; other numbers are inactive results; . = no result given.
SMILES,OXTR ag,MEKK2 WT-MEK5,GPR7 antagonist,M18AAP inhibitor,MEKK2mut PB1 HTS,PHOSPHO1 block,MEKK3 PB1 HTS,DNA FID counter,NALP1 yeast inh
CCOc1ccc(-n2cc(C(=O)NCCOC)c3cc(OC)c(OC)cc3c2=O)cc1,-0.6,99.0,-14.7,-0.7,0.0,2.5,103.0,-28.1,12.4
COc1ccc(S(=O)(=O)NNC(=O)c2cc3ccccc3o2)cc1,-0.5,104.0,-10.1,13.9,0.0,-1.8,102.0,-6.1,34.2
CCCCn1c(N)c(NCC)c(=O)[nH]c1=O,.,99.0,-15.6,-4.9,-4.0,19.2,96.0,1.0,11.2
COc1ccc(COC(=O)c2ccc(Cl)c(S(=O)(=O)N3CCOCC3)c2)cc1F,0.1,106.0,5.4,3.4,6.0,17.0,106.0,-33.3,2.0
Cc1ccc(NC(=O)CN2C(=S)NC(C)(C)CC2C)cc1Cl (configuration not stated),1.2,84.0,-4.6,-5.0,-14.0,31.9,90.0,-1.0,1.9
Cc1ccc(N2C(=O)/C(=C\c3ccc(C(C)C)cc3)N=C2SC2CCOC2=O)cc1 (configuration not stated),-0.8,102.0,-0.9,-6.3,10.0,-13.5,100.0,-2.9,12.7
NC(=S)N/N=C/c1coc2cc(Cl)ccc2c1=O,-0.7,99.0,-6.2,50.2*,1.0,1.8,92.0,6.7,31.8
O=C(CCN1C(=O)C2C3C=CC(C3)C2C1=O)N1CCN(c2ccccn2)CC1 (configuration not stated),1.0,100.0,-4.4,-1.2,0.0,17.0,92.0,-15.5,12.6
O=C(NNC(=O)c1ccc2[nH]c(=O)c(=O)[nH]c2c1)c1cccc(Br)c1,-0.6,93.0,0.3,4.4,-2.0,56.2,96.0,12.7,22.3
C(=N\Nc1nc2ccccc2[nH]1)/c1ccc2c(c1)OCCO2,-1.1,111.0,-11.5,10.2,7.0,28.5,98.0,11.7,0.2
CC(C)(C)C1CCc2c(sc(NC(=O)c3cccs3)c2C(=O)N2CCCCC2)C1 (configuration not stated),-0.3,99.0,0.8,-4.8,-1.0,-9.2,106.0,-3.7,13.1
CNC(=O)c1cc2cc(OC)ccc2n1CCN(C)C,1.7,103.0,-10.3,0.2,3.0,-5.3,102.0,-1.8,-3.5
Cc1ccc(Cn2nnc3c(=O)n(Cc4cc(C)ccc4C)cnc32)cc1,-0.3,87.0,-2.7,-1.2,-4.0,19.4,87.0,-11.5,12.8
C=CCN(Cc1nc(-c2cc(OC)ccc2OC)oc1C)C1CCS(=O)(=O)C1 (configuration not stated),-1.4,90.0,-11.9,0.4,-11.0,10.2,102.0,-33.2,-15.2
O=C(Nc1nncs1)Oc1ccccc1,-0.1,103.0,-4.6,2.9,2.0,-10.2,99.0,1.5,19.2
CCOc1ccc(CCNC(=O)CCN2C(=O)COc3ccccc32)cc1OCC,-0.6,104.0,-6.8,9.6,1.0,49.5,104.0,-29.0,0.4
CC(C)(C)NC(=O)c1ccc(COCC(F)(F)F)o1,0.8,89.0,-15.5,-3.2,-6.0,16.5,88.0,-0.1,9.6
O=S1(=O)CC/C(=N/Nc2ccccn2)c2cc(F)ccc21,5.0,97.0,-18.9,4.1,-10.0,-5.9,90.0,-3.3,-5.5
COCCC(=O)N1CCCC(CCC(=O)NCc2ccc(F)c(F)c2)C1 (configuration not stated),-0.1,87.0,-12.2,-2.0,-9.0,56.0,98.0,2.4,-7.3
CCC(C)[C@H](N)C(=O)NC[C@H]1CC[C@H](C(=O)N[C@@H](Cc2ccccc2)C(=O)O)CC1 (some centres not stated),.,104.0,-14.8,-2.6,5.0,40.4,103.0,-16.3,17.0
Cc1cc(C)c(S(=O)(=O)N2CCC(C(=O)NCc3ccncc3)CC2)c(C)c1,1.2,105.0,-3.3,-0.3,3.0,33.4,97.0,-20.9,23.7
COC(=O)C1C(c2ccccc2)C(C(=O)N2CCOCC2)C1c1ccccc1 (configuration not stated),0.2,73.0,7.0,-3.7,-13.0,-5.4,66.0,-10.7,-3.4
CCOC(=O)c1cc(NC(=O)N2CCOCC2)c(C)nc1C,1.1,105.0,-12.9,0.4,4.0,10.6,102.0,-4.4,2.2
Nc1nnnn1/N=C/c1cccc(O)c1,0.9,.,-7.4,6.0,.,10.4,.,1.9,36.2
COc1ccc(NC(=O)CSc2nccn2Cc2ccccc2)cc1,-1.4,105.0,0.4,2.5,3.0,-34.0,104.0,-22.1,6.6
COc1ccccc1-c1cn(C(C)(C)C)nc1C,-2.1,88.0,-6.9,-17.5,-6.0,57.0,97.0,-7.9,-6.9
NNC(=O)c1oc2nc(-c3ccccc3)cc(-c3ccccc3)c2c1N,-0.6,66.0,6.4,1.6,-42.0,1.2,63.0,-13.6,10.7
O=C1c2ccccc2C(Nc2ccc(F)c(Cl)c2)N1c1ccccn1 (configuration not stated),-2.7,103.0,-10.2,1.7,4.0,8.6,102.0,-2.3,-10.5
Fc1ccc(C(c2nnnn2Cc2cccs2)N2CCN(C3CCCCC3)CC2)cc1 (configuration not stated),2.5,113.0,19.9,-7.6,3.0,-3.7,105.0,16.0,16.5
NC1=C([N+](=O)[O-])C(c2ccccc2)C2=C(CCCC2=O)O1 (configuration not stated),0.3,94.0,-4.2,3.1,-3.0,-8.9,89.0,-3.3,25.8
O=C(Nc1ccc2c(c1)OCCO2)c1cnccn1,0.2,97.0,0.6,-0.4,-3.0,3.2,94.0,-2.5,9.8
CC1(C)CC(C2N3CC4(C)CN2CC(C)(C3)C4=O)CCO1 (configuration not stated),-0.4,96.0,-9.4,-3.5,3.0,-7.5,97.0,3.2,-12.2
Oc1ccc(/C=N/n2c(C3CCCCC3)n[nH]c2=S)c(O)c1,3.6,91.0,-11.6,23.8,-2.0,18.5,95.0,-10.6,-34.3
CCOC(=O)c1c(-c2cccs2)csc1NC(C)=O,-2.2,107.0,-19.4,5.9,4.0,-9.2,93.0,-13.2,20.1
FC(F)(F)c1cc(-c2ccco2)nc2ncnn12,-0.1,98.0,-6.2,0.9,0.0,-7.4,97.0,-0.6,4.0
Nc1ncnc(Nc2cccc(Cl)c2Cl)n1,-0.2,101.0,-6.3,-1.8,0.0,39.4,102.0,2.2,-6.5
Cc1ccc(NC(=O)C2CCN(c3nc(C)cc(C)n3)CC2)cc1,-1.6,89.0,9.9,-7.4,-13.0,-3.0,87.0,-12.0,-6.1
Cc1ccc(-n2c(CSc3nc(C)cc(C)n3)nnc2SCC(=O)N2CCCC2)cc1,-0.4,100.0,-10.2,-2.6,1.0,0.9,104.0,-29.9,1.8
Cc1cc2cc(CNC(=O)c3ccc4c(c3)OCO4)ccc2[nH]1,1.6,-9.0*,-12.8,4.6,-5.0,9.9,84.0,-0.8,10.9
c1ccc(SCc2cc(-c3ccccc3)no2)cc1,-2.8,99.0,-10.7,3.0,1.0,32.2,100.0,-3.0,-5.0
CCCC/C(O)=C1\C(=O)CC(C)(C)CC1=NCCCCCC(=O)O,-1.1,107.0,0.1,-19.3,0.0,28.7,116.0,-26.9,-11.7
CC(=O)Nc1ccc(-c2cc(-c3ccc(NC(C)=O)cc3)nc(-c3ccccc3)n2)cc1,1.5,104.0,4.2,-0.2,6.0,45.8,105.0,6.2,13.5
COc1ccc(C(CNC(=O)c2oc3ccc(F)cc3c2C)N2CCCCC2)cc1 (configuration not stated),0.8,120.0,3.9,-2.4,7.0,6.7,102.0,23.4,-0.3
O=C1NCCCC1C(=O)N/N=C/c1cccc([N+](=O)[O-])c1 (configuration not stated),0.0,100.0,-18.7,14.3,0.0,-0.3,101.0,-2.1,-2.7
CSc1ccc(S(=O)(=O)NC(C)c2ccccc2)cc1 (configuration not stated),-2.4,101.0,-8.4,6.5,-2.0,37.8,100.0,-8.9,-4.5

# Retrieved by structure from the list above, 6 records:
SMILES,OXTR ag,MEKK2 WT-MEK5,GPR7 antagonist,M18AAP inhibitor,MEKK2mut PB1 HTS,PHOSPHO1 block,MEKK3 PB1 HTS,DNA FID counter,NALP1 yeast inh
Oc1ccc(/C=N/n2c(C3CCCCC3)n[nH]c2=S)c(O)c1,3.6,91.0,-11.6,23.8,-2.0,18.5,95.0,-10.6,-34.3
Cc1cc2cc(CNC(=O)c3ccc4c(c3)OCO4)ccc2[nH]1,1.6,-9.0*,-12.8,4.6,-5.0,9.9,84.0,-0.8,10.9
O=C1NCCCC1C(=O)N/N=C/c1cccc([N+](=O)[O-])c1 (configuration not stated),0.0,100.0,-18.7,14.3,0.0,-0.3,101.0,-2.1,-2.7
c1ccc(SCc2cc(-c3ccccc3)no2)cc1,-2.8,99.0,-10.7,3.0,1.0,32.2,100.0,-3.0,-5.0
CCCC/C(O)=C1\C(=O)CC(C)(C)CC1=NCCCCCC(=O)O,-1.1,107.0,0.1,-19.3,0.0,28.7,116.0,-26.9,-11.7
CC1(C)CC(C2N3CC4(C)CN2CC(C)(C3)C4=O)CCO1 (configuration not stated),-0.4,96.0,-9.4,-3.5,3.0,-7.5,97.0,3.2,-12.2

# (continued)
SMILES,OXTR ag,MEKK2 WT-MEK5,GPR7 antagonist,M18AAP inhibitor,MEKK2mut PB1 HTS,PHOSPHO1 block,MEKK3 PB1 HTS,DNA FID counter,NALP1 yeast inh
CCOC(=O)c1nn(-c2ccc(C)cc2)cc1O,-2.9,101.0,10.6,-2.0,3.0,16.0,99.0,-0.9,-6.7
COc1cc(OC)c(/C=N/NC(=O)c2ccc(Cn3nc([N+](=O)[O-])cc3C)cc2)c(OC)c1,-0.3,95.0,-1.0,-10.4,-10.0,-3.6,96.0,-5.2,18.4
CCCCN(C(=O)CSc1nnc(-c2ccco2)o1)c1c(N)n(Cc2ccccc2)c(=O)[nH]c1=O,-0.2,91.0,-5.2,5.3,-3.0,16.2,96.0,-26.4,4.9
Cc1ccc(CNC(=O)c2cc(COc3c(F)cccc3F)on2)s1,-0.8,94.0,1.9,7.1,-6.0,35.3,101.0,-6.8,-1.6
Cc1c(Br)c([N+](=O)[O-])nn1CC(=O)Nc1c(C)n(C)n(-c2ccccc2)c1=O,-0.2,98.0,-15.0,-5.5,0.0,-1.0,94.0,-3.9,.
O=C(COC(=O)/C=C/c1ccccc1[N+](=O)[O-])NC1CC1,0.6,105.0,-11.4,-1.1,3.0,30.3,104.0,-0.3,0.2
COc1cc([N+](=O)[O-])ccc1NC(=O)Nc1ccc(C(=O)N2CCCC2)cc1,0.0,109.0,-5.5,5.9,10.0,12.6,109.0,-13.5,2.5
Brc1ccc(-c2nnc3sc(CNC4CCCC4)cn23)cc1,0.5,100.0,-20.8,-2.8,-4.0,-20.9,103.0,-5.2,30.7
O=C(NCc1ccccc1)c1ccc(N2CCC3(CC2)CC(c2ccc(Cl)cc2)=NO3)c([N+](=O)[O-])c1,0.4,93.0,8.2,0.1,-7.0,-16.0,101.0,-10.0,20.6
O=C(CSc1nc2ccccc2[nH]1)N1CCN(C(=O)c2ccco2)CC1,-0.6,104.0,-4.6,-5.8,4.0,-13.2,104.0,-5.2,42.6
CCOC(=O)Cn1c(=O)oc2cc(S(=O)(=O)NCc3cccs3)ccc21,1.2,93.0,10.2,-5.5,0.0,-3.3,93.0,-12.4,12.6
COc1ccccc1N1CCN(C(=O)c2cn(-c3ccccc3)nc2-c2cccnc2)CC1,1.1,95.0,-4.8,6.0,-3.0,-68.8,99.0,-40.1,7.0
COc1ccc(/C=C/C(=O)Nc2ccccc2)cc1OC,-3.0,91.0,-2.4,5.8,-4.0,5.5,92.0,-15.4,21.0
Cc1ccc(NC(=O)C(=O)c2c[nH]c3ccccc23)cc1,.,94.0,5.0,-1.1,-5.0,35.6,88.0,1.9,13.4
CC(C)NC(=O)c1ccc2c(c1)nnn2C,1.4,94.0,-10.3,-0.1,1.0,3.7,99.0,1.7,16.6

# Screens deposited in PubChem BioAssay by several laboratories.
